High-throughput results deposited in PubChem BioAssay by several laboratories.
BH1578 lux ind: inducers of Vibrio cholerae quorum light production without autoinducers | V. cholerae BH1578 lux reporter, luminescence, 6 h | activation, % at 18.7 µM | 350,000 compounds, 0.16% hits | AID 588436; in the data active = activation mostly above about 9.7%, no sharp cut-off; note: not every result past the cut was called active; inactives centre near 0; reference of the scale not given here
Rv3671c protease: inhibits the M. tuberculosis serine protease Rv3671c. P9WHR9. inhibition, % at 5.96 µM. 320,000 compounds, 0.048% hits; in the data active = inhibition above about 38%;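 note: extracellular domain of Rv3671c used as enzyme; 0% = enzyme with DMSO and 100% = no enzyme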
Target sequence (P9WHR9 whole entry, looked up, the tested form may be a part): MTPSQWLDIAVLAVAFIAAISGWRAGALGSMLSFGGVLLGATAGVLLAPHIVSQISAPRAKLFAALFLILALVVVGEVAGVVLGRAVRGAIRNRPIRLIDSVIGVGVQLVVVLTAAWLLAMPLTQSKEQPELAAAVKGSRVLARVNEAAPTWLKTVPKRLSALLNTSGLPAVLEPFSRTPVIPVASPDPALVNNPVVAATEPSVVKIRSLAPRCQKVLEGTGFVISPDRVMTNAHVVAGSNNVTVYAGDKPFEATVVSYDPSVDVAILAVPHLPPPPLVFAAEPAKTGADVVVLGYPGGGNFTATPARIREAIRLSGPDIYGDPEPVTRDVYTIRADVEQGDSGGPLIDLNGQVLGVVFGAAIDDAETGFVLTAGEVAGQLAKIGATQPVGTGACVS
3CLpro inhibitor: SARS-CoV 3CLpro protease inhibition; inhibition, % at 6 µM; P0C6X7; AID 1706; 290,000 compounds, 0.14% hits; recombinant SARS-CoV 3CLpro, quenched FRET peptide cleavage; in the data active = inhibition above about 12%
MazEF act: MazEF (E. coli) toxin RNase activation; P0AE70; FAM/BHQ RNA-DNA oligo cleavage fluorescence, 5 h; activation, % at 20 µM; 350,000 compounds, 0.32% hits; in the data active = activation above about 50%
DUSP3 inh: blocks human VHR1 dual specificity phosphatase. P51452. recombinant VHR phosphatase, pNPP absorbance. inhibition, % at 13.3 µM. 290,000 compounds, 0.52% hits; in the data active = inhibition above about 50%; note: some compounds called inactive have numbers as strong as hits
Target sequence (P51452 whole entry, looked up): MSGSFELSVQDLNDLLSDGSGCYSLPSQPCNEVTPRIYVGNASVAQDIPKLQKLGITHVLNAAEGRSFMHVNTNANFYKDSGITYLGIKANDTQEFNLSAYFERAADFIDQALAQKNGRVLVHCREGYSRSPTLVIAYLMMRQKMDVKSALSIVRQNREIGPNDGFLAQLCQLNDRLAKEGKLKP
Mtb UGM inh: Mtb UDP-galactopyranose mutase inhibition; P9WIQ1; purified UGM, fluorescence polarization probe displacement; inhibition, % at 10 µM; 320,000 compounds, 0.06% hits; AID 504406; in the data active = inhibition above about 10%, passing the limit was not always enough
Target sequence (P9WIQ1 whole entry, looked up): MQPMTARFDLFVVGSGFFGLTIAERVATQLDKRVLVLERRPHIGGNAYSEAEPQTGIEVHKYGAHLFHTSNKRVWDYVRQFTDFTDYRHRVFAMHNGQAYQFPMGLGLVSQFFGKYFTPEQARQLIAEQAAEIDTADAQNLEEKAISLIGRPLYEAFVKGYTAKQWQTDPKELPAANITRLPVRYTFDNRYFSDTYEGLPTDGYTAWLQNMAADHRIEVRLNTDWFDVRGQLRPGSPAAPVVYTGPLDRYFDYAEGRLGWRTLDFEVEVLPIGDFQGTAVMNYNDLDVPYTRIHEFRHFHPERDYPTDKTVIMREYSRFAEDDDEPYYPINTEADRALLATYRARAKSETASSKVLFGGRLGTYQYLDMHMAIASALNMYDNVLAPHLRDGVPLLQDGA
Mtb BioA inh: blocks M. tuberculosis BioA enzyme activity | purified M. tuberculosis BioA enzyme, plate reader | inhibition, % at 9.99 µM | 360,000 compounds, 0.096% hits | AID 602481; in the data active = inhibition above about 40%
GDH-TPI counter: inhibits GDH-TPI coupling enzymes, artifact for Mtb FBA screen | AID 588335 | GDH-TPI coupled enzyme counterscreen, NADH absorbance | inhibition, % at 4.8 µM | 360,000 compounds, 1.2% hits; in the data active = inhibition above about 30%;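 note: 0% = DMSO wells and 100% = wells lacking the enzyme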
PriA SSB inh: inhibitors of Klebsiella pneumoniae PriA binding to SSB C-terminal tail; inhibition, % at 33 µM; 430,000 compounds, 0.6% hits; AID 1272365; AlphaScreen SSBct-PriA binding, biotinylated peptide; in the data active = inhibition mostly above about 37%, no sharp cut-off; inactive = mostly below about 20%;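 note: plate controls were negative control peptide for no effect and reference peptide for full effect; strong numbers were not always called active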
FBA Mtb inh: inhibits M. tuberculosis FBA enzyme. P9WQA3. purified M. tuberculosis FBA, fluorescence read-out. inhibition, % at 1 µM. 360,000 compounds, 2.3% hits; in the data active = inhibition above about 27%;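 note: 0% = vehicle and 100% = reference inhibitor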
Starred values were filed as active, the others as inactive; i = inactive; x = not tested or not shown; & = joins results of further samples.

smiles	Rv3671c protease	FBA Mtb inh	BH1578 lux ind	3CLpro inhibitor	Mtb UGM inh	DUSP3 inh	GDH-TPI counter	Mtb BioA inh	PriA SSB inh	MazEF act
COc1ccc(/C=C/C(=O)Nc2ccc(-n3nncc3-c3ccc(OC)c(OC)c3)cc2)cc1OC	-224	-3	i	2	3.9	-14	36*	-2.2	0	-18
CC(C)CN(C(=O)COc1ccccc1C(=O)NCc1ccccc1)C1CCS(=O)(=O)C1 (centres undefined)	x	1	-0.4	x	x	x	-2	1.7	x	4
C=CCNC(=O)Nc1cc(Cl)ccc1OC	2	-3	i	1	1.4	18	-5	x	-6	4
COc1cccc(N2CCN(C(=O)c3[nH]c(C)c(C(C)=O)c3C)CC2)c1	3	0	-7.7	-2	1.0	-5	-11	4.4	-10	0
COc1ccc(C(=O)NC(=S)Nc2nc(C)cc(C)n2)cc1Br	6	2	-0.5	1	4.8	0	13	-1.7	6	11
CC(C)c1ccc(CC(=O)N2CCC2(C)C(=O)NS(=O)(=O)c2cccc(C#N)c2)cc1 (centres undefined)	x	-1	i	x	x	x	4	-0.3	x	x
O=c1c2ccccc2nc(N2CCCC2)n1-c1ccccc1	-1	18	x	3	2.1	29	-5	2.8	-8	8
COc1cccc(C(=O)Oc2ccc3c(C)cc(=O)oc3c2C(C)=O)c1	5	7	i	2	0.2	-1	3	x	5	-10
CCOc1ccc(NC(=O)CCc2ccc(C)o2)cc1	-3	0	-2.2	-2	-0.9	-12	2	0.5	15&-6	13
Cc1ccc(NC(=O)c2cc3nc(C)cc(C)n3n2)cc1	2	0	2.0	3	x	4	2	-1.0	-11	2
COc1ccccc1C(=O)Nc1ccc(OC(C)C(=O)N2CCOCC2)cc1 (centres undefined)	-1	-2	i	x	-2.5	x	5	-1.3	-4	2
Cc1cc[n+](C2=C([O-])c3ccccc3C(=O)/C2=N\S(=O)(=O)c2cccs2)cc1C	-39	-1	-8.3	2	6.6	8	4	-1.2	x	-2
COc1ccc(CCCc2nnc(SCC(=O)Nc3cc(C)ccc3C)o2)cc1	1	2	i	-2	-3.2	10	2	-1.9	0	-6
Cc1ccc2c(c1)N(CC(=O)NC1CCC(C)CC1)C(=O)c1cccnc1O2 (centres undefined)	3	-1	-0.2	2	0.5	-2	6	-1.4	1	2
NC(=O)NOCc1ccc(F)cc1Cl	4	-1	-0.5	1	-1.8	26	0	-0.3	-7	-2
CCN(C(=O)CN1CCN(c2ccccc2OC)CC1)c1c(N)n(Cc2ccccc2)c(=O)[nH]c1=O	-3	-6	5.0	-5	6.3	8	-4	0.5	-22	1
COc1ccc(/C=C/C(=O)c2c(O)cc(C)oc2=O)c(OC)c1	-9	-1	i	3	1.2	19	8	-4.8	-8	3
O=C(c1ccccc1)C1C(=O)c2ccccc2C1=O	-7	-3	-0.3	1	-0.8	21	3	x	3	14
COc1cc(C2C(C(=O)c3ccc(C)o3)=C(O)C(=O)N2CCc2ccccc2)ccc1O (centres undefined)	-4	2	-0.7	-1	0.9	31	10	-0.3	-5	9
CCCn1cc(CN2CCC(n3nccc3NC(=O)C(OC)c3ccccc3)CC2)c(C)n1 (centres undefined)	9	0	-5.9	3	-0.3	40	-5	-1.1	-1	10
Cc1ccccc1CNC(=O)C1CCC(=O)N(C2CCCCCC2)C1 (centres undefined)	7	-1	i	-1	0.3	24	6	-4.5	4	-1
O=C(Nc1cccc(Cl)c1)c1ccccc1	-8	5	-5.0	x	-0.2	x	11	-1.3	-7	5
CCONC(=O)Nc1ccccc1	-5	-1	i	1	0.2	16	-1	x	2	1
O=C(O)c1cc(N/N=C/c2cccs2)ccc1Cl	-7	x	x	3	-0.3	1	x	x	x	x
Cc1cc(C)c2c3c(sc2n1)C(=O)N(c1ccccc1C)CC(=O)N3	1	0	i	-3	-2.5	-7	14	x	-5	5

Some entries already given with just GDH-TPI counter, BH1578 lux ind and FBA Mtb inh:
Structure	GDH-TPI counter	BH1578 lux ind	FBA Mtb inh
COc1cccc(C(=O)Oc2ccc3c(C)cc(=O)oc3c2C(C)=O)c1	3	i	7
COc1ccccc1C(=O)Nc1ccc(OC(C)C(=O)N2CCOCC2)cc1 (centres undefined)	5	i	-2
COc1ccc(CCCc2nnc(SCC(=O)Nc3cc(C)ccc3C)o2)cc1	2	i	2

Additional entries
smiles	Rv3671c protease	FBA Mtb inh	BH1578 lux ind	3CLpro inhibitor	Mtb UGM inh	DUSP3 inh	GDH-TPI counter	Mtb BioA inh	PriA SSB inh	MazEF act
CCn1ncc(C2=NOC(C(=O)Nc3cccnc3)C2)c1C (centres undefined)	-5	1	0.0	-2	1.6	-14	-1	26	-1	9
O=C(/C=C/c1ccc(OCc2cccc(Cl)c2)cc1)N1CCOCC1	-1	-3	0.4	-2	3.1	21	6	x	-2	-11
COC(=O)c1ccccc1NC1CC(=O)N(c2c(C)cccc2C)C1=O (centres undefined)	0	89*	i	3	0.1	-6	9	x	-21	-4
COc1ccc2nc(NC(=O)C3CCCN(S(=O)(=O)c4cccc5nsnc45)C3)sc2c1 (centres undefined)	-15	-1	7.7	-6	-2.5	10	7	5.2	14	-14
O=C(COC(=O)c1cccs1)NC1CCCCC1	-1	4	-1.9	-1	2.7	29	5	-0.8	-14	-2
CCOc1cc(/C=N/Nc2cccc(C(=O)O)c2)ccc1OCC(=O)N1CCCCC1	x	3	0.0	1	x	10	9	x	x	11
COc1ccc([N+](=O)[O-])cc1N(CC(=O)NC1CCCCC1)S(C)(=O)=O	11	2	-0.3	2	1.7	-8	5	-0.7	-10	4
O=C(NCc1ccccc1)c1cccc2c(-c3cccnc3)coc12	x	2	0.9	x	x	x	-6	12	x	x
COc1ccc(N2CCN(c3ccc(N4C(=O)CC(C)C4=O)cc3[N+](=O)[O-])CC2)cc1 (centres undefined)	10	-2	0.6	7	3.3	23	4	-0.7	19	13
COc1ccc(CCN=CC2=C(O)CCCC2=O)cc1OC	8	1	i	2	-0.7	15	-1	0.9	-16	6
Cc1cc(NC(=O)C2CC2)ncc1NC(=O)c1ccccn1	1	-1	i	1	2.4	27	-5	x	7	-11
O=C(COC(=O)c1ccc(O)cc1O)N=c1sccn1Cc1ccccc1Cl	-37	-1	i	x	1.8	x	4	-0.4	12	3
Cc1ccc(-n2c(C)cc3c2CC(C)(C)CC3=O)cc1C	-1	1	x	3	1.3	10	-3	2.2	11	-2
CCc1cc2c(SCC(=O)c3ccc(Cl)s3)ncnc2s1	-14	4	-0.3	-2	3.5	15	-3	0.4	-5&-16	-8
CCSc1nnc(NC(=O)[C@@H](NC(=O)c2ccccc2)C(C)C)s1	1	0	-0.2	2	2.2	-7	12	x	0	-3
CCCc1nn2c(=O)cc(CSCC(=O)Nc3cccc(C)c3)nc2s1	-3	-1	2.9	-4	2.7	7	-6	0.4	-8	7
COC(CNC(=O)c1ccc(CS(=O)(=O)c2ccccc2)o1)OC	2	2	-1.2	-1	0.2	x	7	1.4	-4	-2
CC(OC(=O)c1cc(S(=O)(=O)N(C)c2ccccc2)ccc1Cl)C(=O)Nc1ccc2c(c1)OCCO2 (centres undefined)	-11	-10	0.6	1	1.5	-1	7	-1.2	3	3
COc1ccc(N2CSC(=S)N(c3ccc(OC)cc3)C2)cc1	x	1	i	x	x	x	8	0.3	x	4
C/C(=N\NC(=O)c1cc(C(C)(C)C)[nH]n1)C12CC3CC(CC(C3)C1)C2	2	1	-0.2	4	-1.3	-8	9	x	x	4
Cc1nn(CC(=O)N(C)c2c(N)n(Cc3ccccc3)c(=O)[nH]c2=O)c(C)c1[N+](=O)[O-]	-2	0	i	x	-0.9	x	9	-2.1	3	0
CC(C)N(C)S(=O)(=O)c1ccc(Cl)c(C(=O)O)c1	5	-1	-0.2	-1	-0.1	-8	-7	-0.6	2	3
Cc1ccc(CNC(=O)/C=C/c2ccc(S(=O)(=O)N3CCOCC3)cc2)cc1	-7	-1	-0.4	-2	-2.8	-5	14	x	16	1
Cc1cccc(/C=N/Nc2ccc3ccccc3n2)c1	-3	9	i	2	0.3	14	3	x	x	-1
Cc1cccc(NC(=O)CCCn2c(=S)[nH]c3ccccc3c2=O)c1	-2	1	-0.6	0	-1.4	0	6	-0.9	-9	-2

A second format for 3 compounds above:
Fields: Rv3671c protease	FBA Mtb inh	BH1578 lux ind	3CLpro inhibitor	Mtb UGM inh	DUSP3 inh	GDH-TPI counter	Mtb BioA inh	PriA SSB inh	MazEF act
- CC(C)N(C)S(=O)(=O)c1ccc(Cl)c(C(=O)O)c1
→ 5	-1	-0.2	-1	-0.1	-8	-7	-0.6	2	3
- Cc1ccc(CNC(=O)/C=C/c2ccc(S(=O)(=O)N3CCOCC3)cc2)cc1
→ -7	-1	-0.4	-2	-2.8	-5	14	x	16	1
- Cc1cccc(/C=N/Nc2ccc3ccccc3n2)c1
→ -3	9	i	2	0.3	14	3	x	x	-1

Remaining list, next part:
smiles	Rv3671c protease	FBA Mtb inh	BH1578 lux ind	3CLpro inhibitor	Mtb UGM inh	DUSP3 inh	GDH-TPI counter	Mtb BioA inh	PriA SSB inh	MazEF act
O=C(CN(c1cccc([N+](=O)[O-])c1)S(=O)(=O)c1ccccc1)NCc1cccnc1	-8	0	-0.3	-2	-1.5	22	-10	-2.5	-7	10
CS(=O)(=O)c1ccc(C2=C(CNC(=O)c3ccc([N+](=O)[O-])cc3)[C@H]3CC[C@@H](C2)N3Cc2ccccc2)cc1	x	-4	i	x	x	x	-7	-2.7	x	7
COc1ccc(N(CC(C)C)S(=O)(=O)c2nnc(NC(=O)CC(C)C)s2)cc1	x	0	i	-4	5.3	-8	-1	-0.8	2	-16
COc1ccc(Cl)cc1NC(=O)CCc1nnc2ccc(N3CCN(C)CC3)nn12	2	5	-4.2	1	-0.1	-27	13	x	-15	1
COc1ccc(N2CCN(C(=O)NC3CC(=O)N(c4ccc(OC)cc4)C3)CC2)cc1 (centres undefined)	-7	-1	-0.4	-2	2.2	10	12	0.5	9	4
CCc1ccc2c(COC(=O)C3CC(=O)N(CCc4ccccc4)C3)cc(=O)oc2c1 (centres undefined)	x	-1	0.6	x	x	x	8	x	3	3
O=C1NC(=O)C2(N1)c1ccccc1-c1ccccc12	x	-3	x	x	x	x	4	x	0	11
O=c1[nH]cnc2ccc([N+](=O)[O-])cc12	-8	-5	-0.7	1	-0.9	0	20	-1.1	6	9
N#Cc1cn(Cc2ccco2)c(=O)[nH]c1=O	x	0	i	x	x	x	4	-0.2	-4	5
Cn1cc(CCNC(=O)CC2C(=O)NCCN2CC(c2ccccc2)c2ccccc2)cn1 (centres undefined)	7	1	-0.3	1	-1.8	-16	-3	0.2	8	1
CCOC(=O)c1cnn(-c2ccccc2)c1-c1ccccc1	-1	-1	-1.3	-5	0.5	-16	-5	1.4	-20	5
COc1ccc(-c2n[nH]c3c2C(c2ccc(OC)c(OC)c2)N(c2ccccc2)C3=O)cc1 (centres undefined)	-26	0	-0.3	8	0.1	4	-10	65*	21	-4

These rows are one share of the data; the hit share may differ from the screen's.
